# Kir21 inh: Kir2.1 (mouse) channel inhibition. P35561. HEK293-Kir2.1, FluxOR thallium flux fluorescence; active compounds read low. B-score at 10 µM. 0.85% of 310,000 active;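 active = fluorescence ratio B-score at or below minus 3 SD of library scores, with starting-brightness B-score within 2 SD, cut at about -4.2 in these data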;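 also: channel flux triggered by added potassium and thallium sulfate stimulus; B-score of peak minus minimum fluorescence over baseline after thallium stimulus; more negative B-score means stronger Kir2.1 block with less thallium influx; some compounds called inactive have numbers as strong as hits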
# Target sequence (P35561 whole entry, looked up): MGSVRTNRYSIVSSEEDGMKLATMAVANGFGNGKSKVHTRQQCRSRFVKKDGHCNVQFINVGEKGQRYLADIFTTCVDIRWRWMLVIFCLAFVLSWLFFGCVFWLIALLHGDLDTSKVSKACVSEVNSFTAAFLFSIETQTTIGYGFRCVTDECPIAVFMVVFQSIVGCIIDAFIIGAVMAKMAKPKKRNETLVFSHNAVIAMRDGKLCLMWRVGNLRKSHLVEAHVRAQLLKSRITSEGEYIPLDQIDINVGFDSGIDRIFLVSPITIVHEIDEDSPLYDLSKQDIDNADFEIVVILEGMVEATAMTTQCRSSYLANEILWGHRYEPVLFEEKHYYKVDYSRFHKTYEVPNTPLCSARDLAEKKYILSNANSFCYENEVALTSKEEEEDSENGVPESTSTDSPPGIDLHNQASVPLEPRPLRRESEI
# KCNQ2 block: KCNQ2 potassium channel inhibitors, primary screen, cell-based, CHO-K1, FluxOR thallium flux, B-score (AID 2156); O88943; 20 min; active compounds read low; B-score at 10 µM; 1.1% of 310,000 active;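 active = fluorescence ratio B-score at most minus 3 library SDs, with starting brightness B-score within 2 library SDs, cut at about -5.5 in these data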
# An asterisk follows results filed as active; i = inactive; & = joins results of further samples. The list is partial; the hit share may differ from the screen's.
SMILES,Kir21 inh,KCNQ2 block
CCN(CC)C(=O)Cn1cc(/C=C2\C(=O)NC(=O)N(c3ccccc3F)C2=O)c2ccccc21,-1.66,i
CCN1C[C@]2(COC)CC[C@H](OC)[C@@]34C5C[C@H]6C(=O)C5[C@](O)(C[C@H]6OC)[C@@](O)(C(OC)C23)[C@@H]14 (some centres undefined),-0.05,i
O=c1[nH]c(O)c(/C=C2/C=CC(c3cc(Cl)ccc3Cl)=N2)c(=O)[nH]1,0.34,i
COc1ccc(C(CN(C)C)C2(O)CCCCC2)cc1 (centres undefined),-0.75,i
CN1Cc2cccnc2N(C)Cc2cc(Cl)ccc21,-0.71,i
Cn1cc(C=C2C(=O)NC(=O)NC2=O)c2ccccc21,-0.93,i
CCOC(=O)C1(CCc2ccccc2)CCN(Cc2cccc3c2OCO3)CC1,-0.35,i
COC(=O)C(O)(c1ccc(N(C)C(=O)c2ccc(Cl)c(Cl)c2)cc1)C(F)(F)F (centres undefined),-1.27,i
O=c1c2ccccc2nc(/C=C/c2ccc3c(c2)OCO3)n1-c1cccc(O)c1,-1.18,i
COC(=O)C1=C(c2ccc(S(C)(=O)=O)cc2)C[C@@H]2CC[C@H]1N2C(=O)N1CCCC1,1.58,i
COc1ccc(-n2c(-c3ccco3)nc3ccccc3c2=O)cc1,-0.1,i
Cc1ccc(/C=C2\C(=O)NC(=O)N(CC3CCCO3)C2=O)s1 (centres undefined),-2.5,i
CN1CCN(c2ccc([N+](=O)[O-])c3cccnc23)CC1,0.57,i
C#CCN1CCN(c2cccc(C(F)(F)F)c2)CC1,0.4,i
C=C1C(=O)O[C@@H]2C[C@@H](C)[C@@H]3C=CC(=O)[C@@]3(C)[C@@H](OC(=O)CC(=O)O[C@H]3[C@@H]4C(=C)C(=O)O[C@@H]4C[C@@H](C)[C@@H]4C=CC(=O)[C@]43C)[C@H]12,-4.65*,i
COP(=O)(OC)C(NC(=O)/C=C/c1ccccc1)C(Cl)(Cl)Cl (centres undefined),0.04,i
Cn1c(O)c(C=NCCN2CCN(C(=O)Nc3ccccc3)CC2)c(=O)n(C)c1=O,-0.37,i
Clc1cccc(Cl)c1C1N2CCCN12 (centres undefined),0.5,i
Clc1ccc(CO/N=C(\Cn2ccnc2)c2ccc(Cl)cc2Cl)c(Cl)c1,-0.21,-6.05*
CCN1CCN(C(=O)COc2cc(=O)n(CC)c3ccccc23)CC1,0.54,i
Cc1nc2cc(C(=O)N3CCC4(CC3)OCCO4)ccc2n1-c1cccc(F)c1,1.28,i
CC1CN=C(Nc2ccc(F)cc2)S1 (centres undefined),1.75,i
OC1/C(=C/c2ccc(C(F)(F)F)cc2)N2CCC1CC2 (centres undefined),0.65,i
O=c1[nH]c(=S)n(C2CC2)c(O)c1C=NCc1cccnc1,-1.04,i
COc1ccc(CCNC(=O)c2c(N)n(CCN3CCOCC3)c3nc4ccccc4nc23)cc1OC,1.55,i
CC/C(=N\N1CCCCC1)c1c(O)[nH]c(=O)[nH]c1=O,-0.17,i
CCCOc1ccc(C(C)=O)cc1Cc1c(O)[nH]c(=S)[nH]c1=O,0.85,i
CN1CCN(Cc2cc(C(C)(C)C)c(O)c(C(C)(C)C)c2)CC1,0.59,i
O=c1[nH]c(O)c(C=Nc2cccc(F)c2)c(=O)[nH]1,-0.54,i
COc1ccc(CC2C(=O)NC(=O)N(c3ccccc3)C2=O)c(OC)c1 (centres undefined),0.49,i
CCC[N+]12CCC(CC1)C(C(O)(c1ccccc1)c1ccccc1)C2 (centres undefined),1.08,i
CCn1cc(C(=O)N2CCC3(CC2)OCCO3)c(=O)c2cc(S(=O)(=O)N3CCCC3)ccc21,0.13,i
COc1ccc(-n2c(Cc3ccccc3)nc3ccccc3c2=O)cc1,-1.64,i
COc1ccccc1OCCCn1cc(C(C)=O)c2ccccc21,-2.32,i
CCOC(=O)CC1=C(C(=O)OCC)C2(C(=O)N1)C(C(=O)OC)=C(N)Oc1ccccc12 (centres undefined),0,i
COc1cc(/C=C/c2nc3ccccc3c(=O)n2-c2ccc(O)cc2)ccc1O,-0.7,i
Cc1c(C(c2ccc(O)cc2)c2c(O)c3ccccc3oc2=O)c(=O)n(-c2ccccc2)n1C (centres undefined),1.79,i
Cc1ccc(-n2c(O)c(/C=N/N3CCCCC3c3cccnc3)c(=O)[nH]c2=S)cc1 (centres undefined),-0.68,i
Cc1ccsc1C(=O)C1CCCN(Cc2cc3ccccc3o2)C1 (centres undefined),-1.01,i
CCc1ccccc1NC(=O)CSc1nnc([C@@H](N)Cc2c[nH]c3ccccc23)o1,-0.06,i
CCC1CCCCN1CC(=O)c1ccc(OC(F)F)cc1 (centres undefined),-0.87,i
CCCCCCn1c(O)c(C=Nc2c(C)n(C)n(-c3ccccc3)c2=O)c(=O)[nH]c1=O,0.35,i
CNC(C(=O)c1ccccc1)C(OC)c1cccc([N+](=O)[O-])c1 (centres undefined),-1.52,i
O=C(COC(=O)Cc1ccccc1)Nc1nnc(-c2ccccc2)o1,1.55,i
Cc1cc(NC(=O)COC(=O)c2c(C)nn(Cc3ccccc3Cl)c2Cl)no1,0.09,i
O=C1NC(=O)C(=Cc2ccc(OCCOc3ccc([N+](=O)[O-])cc3)cc2)C(=O)N1,-0.31,i
C[C@@H]1O[C@@H](O[C@H]2C[C@@H](O)[C@]3(CO)[C@H]4[C@H](O)C[C@]5(C)[C@@H](C6COC(=O)C6)CC[C@]5(O)[C@@H]4CC[C@]3(O)C2)[C@H](O)[C@H](O)[C@H]1O (some centres undefined),0.99,i
Cc1ccc(-c2cc(-c3ccc(C)cc3)[n+](-c3ccccc3)c(-c3ccc(C)cc3)c2)cc1,-12.2*,-12.6*
Cc1cc(C)n2nc(SC(C)C(=O)N3CCC4(CC3)OCCO4)nc2n1 (centres undefined),0.27,i
COC(=O)C1=C(c2cc3ccccc3o2)C[C@@H]2CC[C@H]1N2C(=O)NCc1ccc(C(F)(F)F)cc1,-1.1,i
O[C@H]1C2CCC1C(N1CCCCC1)CC2 (some centres undefined),-2.99,i
CCNCC(O)c1cccc(O)c1 (centres undefined),1.59,i
c1cc(C2N3CCCN2CC3)ccn1 (centres undefined),-1.18,i
Nc1ccc(Cl)cc1C(=O)c1ccccc1Cl,-0.29,i
CSc1ccc(CN2CCN(C(=O)COc3cccc(C)c3)CC2)cc1,-0.19,i
CN1CCN(c2nc3c(c(=O)[nH]2)CCC3)CC1,-0.16,i
CCC(C)NS(=O)(=O)c1ccc(OCC(=O)N2CCN(CC)CC2)cc1 (centres undefined),0.53,i
CCOc1cc2c(cc1OCC)-n1cccc1C(c1ccc(OC(F)F)cc1)NC2 (centres undefined),-2.59,i
Cc1ccc(-c2nc3ccccc3c(=O)n2-c2ccncc2)cc1,0.82,i
COc1ccccc1CN1CCN(Cc2ccc(Cl)cc2)CC1,-0.67,i

# Grouped by structure: those above containing a CF3 group
SMILES,Kir21 inh,KCNQ2 block
COC(=O)C(O)(c1ccc(N(C)C(=O)c2ccc(Cl)c(Cl)c2)cc1)C(F)(F)F (centres undefined),-1.27,i
C#CCN1CCN(c2cccc(C(F)(F)F)c2)CC1,0.4,i
OC1/C(=C/c2ccc(C(F)(F)F)cc2)N2CCC1CC2 (centres undefined),0.65,i
COC(=O)C1=C(c2cc3ccccc3o2)C[C@@H]2CC[C@H]1N2C(=O)NCc1ccc(C(F)(F)F)cc1,-1.1,i

# Further entries follow.
SMILES,Kir21 inh,KCNQ2 block
COC(=O)COc1cc(C)cc2oc(=O)c3c(c12)CCCC3,0.9,i
NC(=O)c1ccc(N=Nc2c(O)[nH]c(=O)[nH]c2=O)cc1,-0.16,i
CN(C)CCCN=Cc1c(O)n(CCc2ccc(F)cc2)c(=O)[nH]c1=O,-1,i
C=CCn1c(O)c(Cc2ccc(OCC)cc2)c(=O)[nH]c1=O,0.74,i
CCCCCCn1c(=O)c(C(=O)Nc2ncccc2O)c(O)c2ccccc21,1.14,i
CCOC(=O)C1(c2ccccc2)CCN(CC(=O)Nc2ccc(C)cc2)CC1,-2.4,i
CCS(=O)(=O)NCc1nnc2n1-c1ccc(Br)cc1C(c1ccccc1Cl)=NC2,-0.92,i
CCCNC(=O)N1[C@H]2CC[C@@H]1C(C(=O)OC)=C(c1ccccc1)C2,1.16,i
O=c1[nH]c(=O)n(CCc2ccccc2)c(O)c1/C=N/N1CCOCC1,-0.86,i
COc1cc(-n2c(=S)[nH]c3ccc(C)cc3c2=O)c(Cl)cc1Cl,0.87,i
COc1cccc(C(=O)C2CCCN(Cc3ccc4nonc4c3)C2)c1 (centres undefined),-0.38,i
CC(NCc1ccccc1C(F)(F)F)C(O)c1ccccc1 (centres undefined),1.62,i
CC1(C)C2([N+](=O)[O-])CN3CC1([N+](=O)[O-])CN(C2)C3c1cccnc1 (centres undefined),-0.38,i
Cc1cc(C(=O)CS(=O)(=O)c2ccc(F)cc2)cc(C)c1OC(=O)N(C)C,-0.42,i
CCc1ccc(CNCCc2ccc(F)cc2)cc1,-0.49,i
CN(C)P1(N(C)C)=Nc2c(c(N)nn2C)C(c2ccccc2)=N1,-0.46,i
O=c1[nH]c(=O)n(Cc2ccco2)c(O)c1C=NCCN1CCOCC1,1.22,i
C[C@]12CCC3C(CCC4=CC(O)CC[C@@]43/C=N/O)C1(O)CCC2C1=CC(=O)OC1 (some centres undefined),0.05,i
COP(=O)(OC)C(NC(=O)c1ccc(C)cc1)C(Cl)(Cl)Cl (centres undefined),0.88,i
CCCCC12CNCC(C)(CNC1)C2=O,0.05,i
Cn1cccc1/C=C1/C(=O)NC(=O)N(Cc2ccc(F)cc2)C1=O,1.01,i
OC1(c2cccnc2)CC2CCC(C1)N2Cc1nnnn1Cc1ccccc1 (centres undefined),0.15,i
O=C1NC(=O)C2(Cc3ccccc3N3CCCC32)C(=O)N1 (centres undefined),0.03,i
Cc1cc(OC(C)C(=O)NCc2ccncc2)c2c3c(c(=O)oc2c1)CCC3 (centres undefined),-1.34,i
COc1ccc(NP(=O)(Oc2ccccc2OC)Oc2ccccc2OC)cc1,-1.28,i
Cc1ccc(N2C(=O)NC(=O)/C(=C\c3ccc(N4CCOCC4)cc3)C2=O)cc1,-1.97,i
Cc1cccc(CN2CCN(CC(=O)N3CCC4(CC3)OCCO4)C2=O)c1,-0.02,i
Cc1ncc(CN2CCCC(C(=O)c3cccc(Cl)c3)C2)s1 (centres undefined),0.04,i
Cc1nc2ccc(N3CCN(C)CC3)cc2nc1C,2.2,i
CN1OC[C@@H]2COc3ccc4ccccc4c3[C@@H]21,1.41,i

# Compound profiles (already shown):
# Record of COc1ccc(NP(=O)(Oc2ccccc2OC)Oc2ccccc2OC)cc1 : Kir21 inh = -1.28; KCNQ2 block = i
# Record of CN1OC[C@@H]2COc3ccc4ccccc4c3[C@@H]21 : Kir21 inh = 1.41; KCNQ2 block = i

# Other compounds.
SMILES,Kir21 inh,KCNQ2 block
CCC(=O)N1CC(=O)Nc2ccc(F)cc2C1c1ccc(F)cc1 (centres undefined),-0.49,i
CCC(=NCC1CCCO1)c1c(O)n(Cc2ccccc2)c(=O)[nH]c1=O (centres undefined),0.88,i
O=C(O)[C@H]1C[C@@H]1[C@H](NP(=O)(c1ccccc1)c1ccccc1)c1ccccc1,0.14,i
CN(C)C(=O)Oc1cccc(NC(=O)N2CCOCC2)c1,0.82,i
CN1C(C(=O)N2CCC3(CC2)OCCO3)=CC(c2ccc(F)cc2)=NS1(=O)=O,1.74,i
CCn1cc(C(=O)O)c(=O)c2ccc(C)nc21,0.64&-0.25,i
CN(C)CC1CCCCC1OC(=O)Cc1ccc(Cl)c([N+](=O)[O-])c1 (centres undefined),-0.06,i
Cc1ccccc1C1=NCC(=S)Nc2ccc(Cl)cc21,-0.39,i
Cc1cccc2c1=NC(=O)/C(=C/c1c(O)[nH]c(=O)[nH]c1=O)C=2,3.02,i
CN(C)C(=O)Nc1cccc(OC(=O)N(C)C)c1,-0.29,i
Cc1oc2ccc(OC(=O)N(C)C)cc2c1C(=O)OC(C)C,0.33,i
COc1ccc(OC)c(-n2c(O)c(C=Nc3c(C)n(C)n(-c4ccccc4)c3=O)c(=O)[nH]c2=S)c1,2.48,i
CCc1ccc(N2C(=O)NC(=O)/C(=C/c3ccsc3)C2=O)cc1,0.94,i
CCN1C(=O)N(CC)C(=O)C2(Cc3ccccc3N3CCN(c4ccccc4)CC32)C1=O (centres undefined),-1.84,i
COc1ccc(-n2c(O)c(C(C)=NC3CC3)c(=O)[nH]c2=O)cc1,3.13,i
CC(=O)Nc1ccccc1C(=O)OCC(=O)c1ccccc1Cl,1.42,i
Cc1ccc(-n2c(O)c(C=NCCN3CCNCC3)c(=O)[nH]c2=S)cc1,0.54,i
O=C1NC(=O)[C@]2(Cc3ccccc3N3CCN(c4ccccc4)CC32)C(=O)N1c1ccccc1 (some centres undefined),0.82,-6.06*
C/C(=N/O)c1ccc2ccc3ccccc3c2c1,-0.33,i
NC(=O)c1cn(C2OC(CO)C(O)C2O)c2ncnc(N)c12 (centres undefined),-1.22,i
CCCn1cc(CN2CCCC(C(=O)c3cccc(OC)c3)C2)c(C)n1 (centres undefined),0.41,i
C/C(=N\NC(=O)c1ccncc1)c1c(O)[nH]c(=O)[nH]c1=O,0.41,i
Cc1cc(S(=O)(=O)NCc2ccccc2)ccc1OCC(=O)N1CCN(C)CC1,1.36,i

# Sorted by molecular weight (smallest number first): some entries from above
SMILES,Kir21 inh,KCNQ2 block
CC1CN=C(Nc2ccc(F)cc2)S1 (centres undefined),1.75,i
NC(=O)c1cn(C2OC(CO)C(O)C2O)c2ncnc(N)c12 (centres undefined),-1.22,i
COc1cc(/C=C/c2nc3ccccc3c(=O)n2-c2ccc(O)cc2)ccc1O,-0.7,i
O=C(O)[C@H]1C[C@@H]1[C@H](NP(=O)(c1ccccc1)c1ccccc1)c1ccccc1,0.14,i

# From PubChem BioAssay
